Source: PubChem BioAssay (several laboratories)
NTR1 ag: NTR1-driven beta-arrestin-GFP spot formation – imaging, U2OS cells, high content, primary screen (AID 493036) | agonist mode | activation, % at 20 µM | 0.17% of 330,000 active;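 active = activation at or above 40% of the spot to cytoplasm intensity ratio, with at least 20 cells analyzed; inconclusive = wells under 20 cells, flagged as cytotoxic or low count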;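 note: 0% = DMSO without peptide and 100% = 100 nM NTR1 peptide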
Target sequence (P30989 whole entry, looked up): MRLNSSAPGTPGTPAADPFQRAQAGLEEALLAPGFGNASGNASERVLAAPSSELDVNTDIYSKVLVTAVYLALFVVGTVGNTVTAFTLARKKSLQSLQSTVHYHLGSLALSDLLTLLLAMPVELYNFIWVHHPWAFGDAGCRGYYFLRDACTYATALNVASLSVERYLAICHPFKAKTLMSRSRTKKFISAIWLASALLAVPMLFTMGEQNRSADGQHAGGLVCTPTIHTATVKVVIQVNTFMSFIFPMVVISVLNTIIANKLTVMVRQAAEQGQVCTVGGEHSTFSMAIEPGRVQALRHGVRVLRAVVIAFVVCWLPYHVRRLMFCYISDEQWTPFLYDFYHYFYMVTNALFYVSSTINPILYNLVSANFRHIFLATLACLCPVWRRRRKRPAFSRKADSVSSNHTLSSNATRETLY
RSV CPE inhibition: inhibition of RSV-induced cytopathic effect – HEp-2 cells, primary 10 µM value included (AID 2391); CPE inhibition, % at 10 µM, or IC50 in µM where a hit was titrated; HEp-2 cells, RSV-induced CPE inhibition; higher % means a stronger effect; 0.13% of 310,000 active; in the data active = a potency from the dose series; inconclusive = CPE inhibition mostly from about 23% at the one dose, without a potency; inactive = the rest, 99 in 100 with CPE inhibition below about 21%; note: strong numbers were not always called active
GPR35 antagonists: GPR35 antagonists blocking zaprinast-driven arrestin recruitment, primary screen, imaging, U2OS, beta-arrestin-GFP, zaprinast agonist (AID 2058); 0.052% of 290,000 active; U2OS GPR35 beta-arrestin-GFP translocation imaging, zaprinast antagonism; higher % means a stronger effect; inhibition, % at 10 µM; hits with a dose series show IC50 in µM;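 active = inhibition of at least 50% with at least 30 cells and total cytoplasm GFP at most 10,000,000; inconclusive = under 30 cells or total GFP of 10,000,000 plus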
WT yeast gro inh: growth inhibition of WT yeast, mitochondrial fusion screen | mitochondrial fusion phenotypic screen, WT strain | inhibition, % at 10 µM | 2.1% of 190,000 active | AID 1362; in the data active = inhibition above about 58%; tested in S. cerevisiae
UTI89 phage lysis: protection from phage-mediated lysis, alamar blue read-out – E. coli UTI89, K1F phage, bacterial capsule biogenesis inhibitors (AID 488966) | E. coli UTI89 K1F phage lysis, alamar blue, 2 h; higher % means a stronger effect | 0.02% of 340,000 active | inhibition, % at 100 µM; hits with a dose series show IC50 in µM;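 active = phage lysis inhibition, versus mean bacterial control, above a set limit; inconclusive = no clear call, values can overlap the other calls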;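 note: capsule biogenesis inhibitors block K1F phage lysis so surviving cells raise fluorescence; higher fluorescence means more inhibition of phage lysis; actives were called in the ten point dose series up to 300 µM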
AID2073: disruptors of CaV2.2 binding to Mint1 – biochemical, HTRF (AID 2073) | 0.19% of 290,000 active | HTRF protein-protein interaction, Mint1-CaV2.2; higher % means a stronger effect | one-dose inhibition, % at 20 µM; IC50 in µM for titrated hits; in the data active = inhibition mostly above about 51%, no sharp cut-off; inconclusive = no clear call, values can overlap the other calls; inactive = mostly below about 53%; note: some results filed as inactive read as strong as hits
Autophagy HCS: modulators of autophagy; MEF GFP-LC3 puncta imaging; test concentration mostly 10 µM; calls only at 10 µM (by protocol); 0.98% of 190,000 active; AID 463193;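 active = percentage of spot-positive cells more than 3 SD above its plate mean, without a fluorescence outlier flag or 80% toxicity; inconclusive = no clear call, values can overlap the other calls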;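 note: spot-positive cell cutoff set from DMSO-treated cells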
LYP inhibition: PTPN22 lymphoid phosphatase activity blockers – biochemical, fluorescence intensity, uHTS (AID 1779); recombinant LYP phosphatase, fluorescence intensity; higher % means a stronger effect; inhibition, % at 11.5 µM, or IC50 in µM where a hit was titrated; 0.054% of 290,000 active; in the data active = inhibition above about 50%;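 note: plate controls were vehicle with enzyme for no effect and no enzyme for full effect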
NS5 inhibitors: flavivirus cap methylation enzyme inhibition – biochemical, confirmation dose response, primary screen (AID 588689) | 0.3% of 340,000 active | inhibition, % at 25 µM; hits with a dose series show IC50 in µM | Dengue-2 NS5 methyltransferase capping enzyme assay, biochemical; higher % means a stronger effect; in the data active = a potency from the dose series; inconclusive = inhibition above about 29% without an active follow-up result
WT yeast gro inh mutant strain: second read-out of WT yeast gro inh, no call of its own (marks repeat the call); inhibition, %; mitochondrial fusion phenotypic screen, mutant strain inhibition
Autophagy HCS cell loss 18 h: further read-out of Autophagy HCS, marked with its call; toxicity, %; measured here: cell loss, nuclei count;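 cell loss after 18 h compound exposure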
NTR1 ag cell count 20 µM: further read-out of NTR1 ag, marked with its call; cell count; measured here: cell count, cytotoxicity flag
Starred values were filed as active, the others as inactive; i = inactive; ? = inconclusive; . = not tested or not shown; [ ] = remark or other dose. Rows are unselected (roughly 2.6% active in at least one column).

SMILES | NTR1 ag | NTR1 ag cell count 20 µM | RSV CPE inhibition | GPR35 antagonists | WT yeast gro inh | WT yeast gro inh mutant strain | UTI89 phage lysis | AID2073 | Autophagy HCS | Autophagy HCS cell loss 18 h | LYP inhibition | NS5 inhibitors
COc1ccc(-n2c(SCC(=O)Nc3ccccc3C)nc(O)c(Cc3ccccc3)c2=O)cc1 | 3.8 | 60 | 2.1% | 7% | . | . | -0.1% | 3% | . | . | 0% | 1%
CCc1ccccc1N(CC(=O)NC(C)(C)CC)C(=O)CCC(=O)Nc1nccs1 | -0.8 | 39 | 1.4% | -11% | . | . | -0.7% | 2% | . | . | -6% | -2%
CN1CCN(CC(O)COCc2ccc3c(c2)OCO3)CC1 (centres undefined) | -1.0 | 52 | 0.1% | -20% | 9 | 7 | 0.0% | 24% | i | -3 | -5% | -2%
CCCn1c(NC(=O)c2ccc(F)cc2)nc2ccccc21 | -0.4 | 75 | 0.1% | 8% | -12 | 5 | 0.3% | 8% | i | 0 | -9% | -2%
COc1ccc(OC)c(NC(=O)c2cccc(C)c2[N+](=O)[O-])c1 | 0.0 | 78 | 8.1% | 11% | 2 | 5 | 0.2% | 0% | i | -3 | -6% | 9%
COc1ccc(C(=O)NC(CC(C)C)C(=O)O)cc1 (centres undefined) | -1.8 | 56 | -0.7% | . | . | . | 0.4% | . | . | . | . | 3%
O=C(NCCc1ccc(Cl)cc1)C1CCN(S(=O)(=O)N2CCC3(CC2)OCCO3)CC1 | -0.1 | 45 | 0.0% | 5% | -3 | 2 | 2.1%[50 µM] | -4% | i | -4 | -3% | -1%
Cc1ccc(/C([O-])=C(/C(=S)NCCN2CCOCC2)[n+]2ccccc2)cc1[N+](=O)[O-] | 2.3 | 57 | 1.8% | 12% | -1 | -1 | 0.1% | 28% | i | 6 | -8% | -11%
O=C(Nn1cnnc1)c1cc(Br)ccc1Cl | -0.4 | 52 | 2.8% | 0% | . | . | 3.7% | 23% | . | . | -7% | 0%
CCOCCCNC(=O)C(c1ccccc1)N(Cc1cccs1)C(=O)CNC(=O)c1ccccc1 (centres undefined) | -1.5 | 72 | 1.0% | -8% | -7 | -12 | 0.2%[50 µM] | ? | i | -10 | -9% | -5%
O=C(Oc1ccccc1)N(c1ccccc1)c1ccccc1 | 1.1 | 48 | 4.6% | 13% | . | . | . | -15% | . | . | -2% | .
CN(C)Cc1c(O)ccc2[nH]cnc12 | -0.5 | 53 | 0.4% | 3% | -8 | -5 | 0.7% | -15% | . | . | -1% | 0%
CC(C)(C)C(=O)NC(=S)NCc1ccccc1 | 2.2 | 72 | 2.9% | 10% | 0 | 10 | 1.0%[50 µM] | -14% | i | 8 | -9% | -9%
O=C(CN1C(=O)c2ccc([N+](=O)[O-])cc2C1=O)NC1CCS(=O)(=O)C1 (centres undefined) | 0.8 | 54 | -2.5% | . | . | . | 1.4%[50 µM] | . | . | . | . | -8%
CC(C)Sc1snnc1-c1ccccc1 | 0.6 | 57 | 1.2% | -6% | 6 | 15 | -1.9% | -4% | i | 1 | 0% | -2%
CC(C)CNC(=O)c1cc(-c2ccc(Cl)c(Cl)c2)on1 | -0.9 | 80 | 2.5% | 4% | -1 | -18 | 0.0% | 3% | i | 33 | -6% | 0%
CC(C)NCC(O)Cn1c2c(c3ccccc31)CCc1c-2cnn1-c1ccccc1 (centres undefined) | 12 | 33 | -2.3% | 14% | 11 | -10 | -0.2% | 0% | ? | . | -3% | 4%
O=C(N/N=C/C=C\c1cccc([N+](=O)[O-])c1)c1cccnc1 | 0.5 | 51 | 1.6% | -12% | . | . | 0.1% | -4% | . | . | -1% | 6%
CCOC(=O)c1cc(-c2ccccc2)nn1-c1ccccn1 | 0.1 | 73 | 1.1% | 3% | -8 | -4 | -0.5% | -2% | i | -7 | -2% | -2%
COc1ccccc1NS(=O)(=O)c1cccc(C(=O)NCC(c2ccco2)N2CCCCC2)c1 (centres undefined) | 0.6 | 63 | -0.2% | . | . | . | 0.5%[50 µM] | . | . | . | . | -4%

One compound at a time, as listed above.
`COc1ccc(C(=O)NC(CC(C)C)C(=O)O)cc1` (centres undefined) as listed: NTR1 ag: -1.8; NTR1 ag cell count 20 µM: 56; RSV CPE inhibition: -0.7%; GPR35 antagonists: .; WT yeast gro inh: .; WT yeast gro inh mutant strain: .; UTI89 phage lysis: 0.4%; AID2073: .; Autophagy HCS: .; Autophagy HCS cell loss 18 h: .; LYP inhibition: .; NS5 inhibitors: 3%
`COc1ccccc1NS(=O)(=O)c1cccc(C(=O)NCC(c2ccco2)N2CCCCC2)c1` (centres undefined) as listed: NTR1 ag: 0.6; NTR1 ag cell count 20 µM: 63; RSV CPE inhibition: -0.2%; GPR35 antagonists: .; WT yeast gro inh: .; WT yeast gro inh mutant strain: .; UTI89 phage lysis: 0.5%[50 µM]; AID2073: .; Autophagy HCS: .; Autophagy HCS cell loss 18 h: .; LYP inhibition: .; NS5 inhibitors: -4%

Returning to the listing; the three compounds before the break are reprinted first.
SMILES | NTR1 ag | NTR1 ag cell count 20 µM | RSV CPE inhibition | GPR35 antagonists | WT yeast gro inh | WT yeast gro inh mutant strain | UTI89 phage lysis | AID2073 | Autophagy HCS | Autophagy HCS cell loss 18 h | LYP inhibition | NS5 inhibitors
O=C(N/N=C/C=C\c1cccc([N+](=O)[O-])c1)c1cccnc1 | 0.5 | 51 | 1.6% | -12% | . | . | 0.1% | -4% | . | . | -1% | 6%
CCOC(=O)c1cc(-c2ccccc2)nn1-c1ccccn1 | 0.1 | 73 | 1.1% | 3% | -8 | -4 | -0.5% | -2% | i | -7 | -2% | -2%
COc1ccccc1NS(=O)(=O)c1cccc(C(=O)NCC(c2ccco2)N2CCCCC2)c1 (centres undefined) | 0.6 | 63 | -0.2% | . | . | . | 0.5%[50 µM] | . | . | . | . | -4%
N/C(Cc1ccc(Cl)c(Cl)c1)=N\OC(=O)c1ccc(Br)o1 | 2.5 | 49 | 1.6% | -10% | . | . | -0.2% | 5% | . | . | 5% | -3%
CN(C)S(=O)(=O)c1cccc(NC(=O)COc2ccc(C(=O)c3ccccc3)cc2)c1 | 4.9 | 38 | 0.9% | -13% | . | . | -0.3% | 11% | . | . | 2% | -15%
O=C(NCc1cccs1)c1ccc(Cl)c(S(=O)(=O)N2CCCC2)c1 | 1.0 | 55 | 11% | -9% | 0 | 6 | 0.6% | 0% | i | 4 | -1% | -2%
O=C(CN(c1ccccc1)S(=O)(=O)c1ccc(Cl)cc1)Nc1cccnc1 | 1.4 | 30 | 1.0% | -12% | . | . | -0.2% | -10% | . | . | 1% | -2%
Cc1c(C)c2cc(Cl)c(OCC(=O)N3CCN(c4ccc(F)cc4)CC3)cc2oc1=O | 1.1 | 73 | 0.7% | 4% | . | . | -0.1% | -2% | . | . | -12% | -5%
COc1cccc(-c2cc(C(=O)Nc3cnn(Cc4ccccc4C)c3)no2)c1 | 2.4 | 64 | 1.2% | -6% | 6 | -13 | -0.7% | 20% | i | 3 | 1% | -3%
O=C(NCc1ccco1)c1cccnc1Cl | 0.9 | 65 | 0.6% | 21% | -11 | -23 | 1.3%[50 µM] | 5% | i | -10 | -7% | -1%
CCOC(=O)C1CCCN(C(=O)c2ccc(C)c([N+](=O)[O-])c2)C1 (centres undefined) | 1.8 | 59 | 0.7% | -9% | 14 | 11 | 5.8% | -3% | i | 1 | -3% | 3%
N#CCC(=O)Nc1sc2c(c1C(N)=O)CCCC2 | 1.2 | 63 | 3.4% | -8% | 2 | 0 | -0.2% | 7% | i | 17 | 1% | 1%
Cc1ccc(CN(C)CC(=O)NC(C)c2ccccc2)cc1 (centres undefined) | -0.3 | 55 | -0.2% | 5% | . | . | 0.6% | 12% | . | . | -9% | -7%
CCCCNC(=O)Nc1ccon1 | -0.4 | 53 | 1.5% | 13% | -18 | -7 | -0.1% | -1% | i | 3 | -7% | 3%
Cc1noc(-c2ccccc2)c1NC(=O)Nc1ccccc1 | 0.1 | 38 | 1.3% | 6% | . | . | 0.4% | 8% | . | . | -10% | -3%
Cc1cc(C)n2ncc(C(=O)NCc3cccnc3)c2n1 | 1.7 | 43 | -0.1% | 2% | 2 | 0 | 1.6% | 19% | i | -38 | -8% | -3%
COc1cccc(/C=c2\s/c(=C/C(=O)c3ccc(C)cc3)[nH]c2=O)c1OC | 9.2 | 57 | 2.3% | -10% | -9 | -18 | -0.1% | 9% | i | -1 | 7% | 5%
COc1cccc(NC(=O)n2ncc3c(C)cccc32)c1 | -0.5 | 92 | 2.9% | 0% | . | . | -0.1% | 8% | . | . | 0% | 0%
Cc1ccc(C)c(NC(=O)c2ncn[nH]2)c1 | 2.8 | 44 | 1.5% | 12% | -4 | 12 | 0.2% | -8% | i | -5 | 0% | -4%
Cc1cc(C)c(C#N)c(Oc2ccccc2Br)n1 | 1.4 | 78 | 2.5% | 1% | -3 | 13 | 0.2% | 10% | i | 2 | 4% | -13%
CC(C)n1nc(C(=O)Nc2nnc(C3CC3)s2)c2ccccc2c1=O | 1.8 | 37 | 8.4% | 14% | 7 | 18 | 1.0% | 0% | i | 12 | -4% | -4%
COc1ccc(C(O)(CCC(C)C)C(CN2CCOCC2)c2ccc(Cl)cc2)cc1 (centres undefined) | 12 | 97 | 6.6% | 3% | . | . | 0.1% | 6% | . | . | -1% | -1%
O=C(Nc1nnc(SCc2ccccc2F)s1)c1ccco1 | -0.3 | 87 | -0.1% | -19% | 4 | 20 | 0.3% | 31% | i | 0 | -4% | -9%
NS(=O)(=O)c1ccc(NC(=S)NC(=O)C2CCCC2)cc1 | -0.3 | 59 | -0.2% | 12% | . | . | 0.8%[50 µM] | -7% | . | . | -5% | 3%

3 compounds from above, sorted by the number in RSV CPE inhibition, largest number first:
SMILES | RSV CPE inhibition
COc1cccc(NC(=O)n2ncc3c(C)cccc32)c1 | 2.9%
CCCCNC(=O)Nc1ccon1 | 1.5%
O=C(CN(c1ccccc1)S(=O)(=O)c1ccc(Cl)cc1)Nc1cccnc1 | 1.0%
